Screening results: PubChem, several laboratories
MEP2-GFP yeast = modulators of TOR pathway MEP2-GFP in S. cerevisiae | AID 2016 | actives 0.51% (n = 330,000) | S. cerevisiae MEP2-GFP strain, flow cytometry GFP, 3 h; 100% = DMSO control level | GFP response vs DMSO, % at 10 µM;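 active = GFP response versus DMSO above a set limit, roughly screen mean plus 3 SD, cut at about 180% in these data; inconclusive = fewer than 70 cells counted for a yeast strain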;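 note: median GFP fluorescence of the barcode-gated MEP2-GFP cells per well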
JMJD2C inh = inhibitors of human GASC-1 (JMJD2C) demethylase | Q9H3R0 | GST-JMJD2C(1-420) H3K9me3 demethylation, DELFIA europium | inhibition, % at 2.35 µM | actives 0.069% (n = 330,000) | AID 2099;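 active = more than half of a compound's replicate wells show inhibition beyond 50%, single wells judged on their own value; inconclusive = some, but no more than half, of replicates pass 50% inhibition; inactive = no replicate passes 50% inhibition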;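 note: signal counts dimethyl H3K9 product captured on neutravidin plate; 0% = median of DMSO wells and 100% = 0.3 times that DMSO median; strong numbers were not always called active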
Target sequence (Q9H3R0 1-420 limits assumed): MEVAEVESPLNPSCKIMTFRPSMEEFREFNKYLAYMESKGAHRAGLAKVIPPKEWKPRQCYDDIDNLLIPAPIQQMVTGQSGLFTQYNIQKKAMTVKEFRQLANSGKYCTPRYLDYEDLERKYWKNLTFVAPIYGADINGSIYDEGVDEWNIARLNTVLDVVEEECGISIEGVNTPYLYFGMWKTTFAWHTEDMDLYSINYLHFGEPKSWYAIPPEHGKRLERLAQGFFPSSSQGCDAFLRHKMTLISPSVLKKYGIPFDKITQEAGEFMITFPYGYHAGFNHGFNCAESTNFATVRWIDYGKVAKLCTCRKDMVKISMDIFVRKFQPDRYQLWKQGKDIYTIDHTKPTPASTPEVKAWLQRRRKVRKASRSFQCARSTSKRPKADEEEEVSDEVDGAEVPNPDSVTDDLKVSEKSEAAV
CIT2-GFP yeast = alters CIT2-GFP fluorescence in TOR pathway yeast screen | S. cerevisiae CIT2-GFP strain, flow cytometry, 3 h; 100 means same as DMSO wells | GFP response vs DMSO, % at 10 µM | actives 0.065% (n = 320,000) | AID 2029;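 active = GFP response relative to DMSO above a set limit, near the screen mean plus 3 SD, cut at about 150% in these data; inconclusive = Fewer than 70 cells measured for a yeast strain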;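 note: ratio of well median GFP fluorescence to mean of DMSO wells on the plate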
GRK2 inh = inhibitors of human GRK2 displacing RNA aptamer. P25098. bead flow cytometry, FAM-aptamer displacement from GRK2. inhibition of aptamer binding, % at 10 µM. actives 0.59% (n = 330,000). AID 488847;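 active = inhibition of aptamer binding above 40%, roughly 3 SD of noise, on plates passing a quality check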;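 note: median bead fluorescence of bound FAM aptamer so fluorescent compounds give negative values; no value below 0 was filed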
Target sequence (P25098 whole entry, looked up): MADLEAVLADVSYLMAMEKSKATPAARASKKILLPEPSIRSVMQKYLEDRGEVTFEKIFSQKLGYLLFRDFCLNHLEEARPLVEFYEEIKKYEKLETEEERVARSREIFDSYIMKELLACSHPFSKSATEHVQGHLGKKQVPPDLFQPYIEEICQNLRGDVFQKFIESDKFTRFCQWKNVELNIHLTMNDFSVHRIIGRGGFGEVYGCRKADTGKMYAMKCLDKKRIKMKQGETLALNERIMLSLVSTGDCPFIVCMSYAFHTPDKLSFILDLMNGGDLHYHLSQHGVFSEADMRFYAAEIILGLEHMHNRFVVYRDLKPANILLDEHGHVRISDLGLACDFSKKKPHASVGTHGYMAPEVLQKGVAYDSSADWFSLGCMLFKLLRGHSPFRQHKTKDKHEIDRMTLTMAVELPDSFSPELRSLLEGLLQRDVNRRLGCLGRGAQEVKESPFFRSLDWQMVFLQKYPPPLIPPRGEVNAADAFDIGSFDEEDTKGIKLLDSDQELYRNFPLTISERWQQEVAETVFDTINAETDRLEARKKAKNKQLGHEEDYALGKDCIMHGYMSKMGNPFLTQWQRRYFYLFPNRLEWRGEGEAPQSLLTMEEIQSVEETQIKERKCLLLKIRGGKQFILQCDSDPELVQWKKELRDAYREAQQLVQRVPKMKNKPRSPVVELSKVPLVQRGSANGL
RPL19A TOR yeast = alters RPL19A-GFP fluorescence in TOR pathway yeast screen | actives 0.3% (n = 330,000) | AID 2025 | S. cerevisiae RPL19A-GFP strain, flow cytometry, 3 h; hits give low values | percent response vs DMSO, % at 10 µM;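 active = percent response vs DMSO below 50%; inconclusive = fewer than 70 events counted for the yeast strain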;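 note: median channel GFP fluorescence of the barcoded RPL19A-GFP strain; ratio of sample median GFP to plate DMSO average so 100% = DMSO; lower means less RPL19A-GFP as with rapamycin TOR inhibition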
VLA-4 inh = inhibition in a human VLA-4 binding assay; P13612; inhibition, % (about 7 µM as worked out from the volumes in the protocol); VLA-4 expressing cells, ligand binding flow cytometry; actives 0.2% (n = 330,000); in the data active = inhibition above about 50%
LAP4-GFP MLPCN = modulators of TOR pathway LAP4-GFP in S. cerevisiae | S. cerevisiae LAP4-GFP multiplex, flow cytometry GFP, 3 h; median GFP as percent of DMSO wells | GFP response vs DMSO, % at 10 µM | actives 0.34% (n = 320,000) | AID 2023;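 active = GFP response vs DMSO above a set limit, about the screen mean plus 3 SD, cut at about 150% in these data; inconclusive = under 70 cell events counted for the yeast strain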
AGP1 TOR yeast = modulators of TOR pathway AGP1-GFP in S. cerevisiae; S. cerevisiae AGP1-GFP multiplex flow cytometry, 3 h; GFP as percent of DMSO wells; GFP response vs DMSO, % at 10 µM; actives 0.02% (n = 320,000); AID 2066;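 active = GFP response relative to DMSO above a set limit, near screen average plus 3 SD, cut at about 150% in these data; inconclusive = fewer than 70 cells counted for the yeast strain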;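 note: median GFP channel fluorescence of the gated AGP1 strain per well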
* marks the source's active call; other numbers are inactive results; [ ] = another dose, or the depositor's remark.

`CC(=O)ON1C(C)(C)Cc2noc(N)c2C1(C)C` gave MEP2-GFP yeast 98, JMJD2C inh 29, CIT2-GFP yeast 100, GRK2 inh 2, RPL19A TOR yeast 102, VLA-4 inh -1, LAP4-GFP MLPCN 111 and AGP1 TOR yeast 103.
CC(NC(=O)/C(C#N)=C/c1ccc(Cl)c([N+](=O)[O-])c1)c1ccccc1 (stereo unspecified) was read as MEP2-GFP yeast 95[may fluoresce green], JMJD2C inh 1, CIT2-GFP yeast 81[may fluoresce green], GRK2 inh 0, RPL19A TOR yeast 79[may fluoresce green], VLA-4 inh 61*, LAP4-GFP MLPCN 118[may fluoresce green] and AGP1 TOR yeast 76[may fluoresce green].
Cc1ccccc1OCc1nnc(SCCN2CCCC2)n1-c1ccccc1 was read as MEP2-GFP yeast 103[may fluoresce violet], JMJD2C inh 4, CIT2-GFP yeast inconclusive, GRK2 inh 3, RPL19A TOR yeast 30*[may fluoresce violet], VLA-4 inh 4, LAP4-GFP MLPCN 168*[may fluoresce violet] and AGP1 TOR yeast inconclusive.
O=C(Cn1c(=O)oc2cc(S(=O)(=O)N3CCCC3)ccc21)N1CCc2ccccc2C1 was read as MEP2-GFP yeast 101, JMJD2C inh -6, CIT2-GFP yeast 102, GRK2 inh 1, RPL19A TOR yeast 99, VLA-4 inh -10, LAP4-GFP MLPCN 98 and AGP1 TOR yeast 103.
COC(=O)c1ccccc1NC(=O)c1cnn2cccnc12 was read as MEP2-GFP yeast 97, JMJD2C inh -1, CIT2-GFP yeast 86, GRK2 inh 1, RPL19A TOR yeast 92, VLA-4 inh -1, LAP4-GFP MLPCN 112 and AGP1 TOR yeast 87.
For Cc1cccc(S(=O)Cc2ccc(C(=O)N3CCN(C(=O)c4ccco4)CC3)o2)c1 (stereo unspecified) the results were MEP2-GFP yeast 110, JMJD2C inh -1, CIT2-GFP yeast 98, GRK2 inh 0, RPL19A TOR yeast 96, VLA-4 inh 3, LAP4-GFP MLPCN 97 and AGP1 TOR yeast 96.
CCCC(=O)N=c1sc2cccc(F)c2n1C was read as MEP2-GFP yeast 102, JMJD2C inh 2, CIT2-GFP yeast 102, GRK2 inh 2, RPL19A TOR yeast 101, VLA-4 inh -34, LAP4-GFP MLPCN 104 and AGP1 TOR yeast 99.
CC1(C)CC(=O)c2c(O)cc(OCc3ccc([N+](=O)[O-])cc3)cc2O1 was read as MEP2-GFP yeast 101, JMJD2C inh 1, CIT2-GFP yeast 85, GRK2 inh 3, RPL19A TOR yeast 97, VLA-4 inh 2, LAP4-GFP MLPCN 102 and AGP1 TOR yeast 95.
Screening CC(C)OC(=O)c1c2c(n3ccccc13)C(=O)c1ccccc1C2=O returned MEP2-GFP yeast 114, JMJD2C inh 12, CIT2-GFP yeast 95, GRK2 inh 24, RPL19A TOR yeast 101, VLA-4 inh -19, LAP4-GFP MLPCN 94 and AGP1 TOR yeast 91.
Cn1ccnc1C(OC(=O)c1ccccc1)C(F)(F)F (stereo unspecified) was read as MEP2-GFP yeast 102, JMJD2C inh -22, CIT2-GFP yeast 94, GRK2 inh 6, RPL19A TOR yeast 100, VLA-4 inh 1, LAP4-GFP MLPCN 104 and AGP1 TOR yeast 98.
CN(c1ccc(C(=O)Nc2ccccc2C(=O)N2CCOCC2)cc1)S(C)(=O)=O was read as MEP2-GFP yeast 101, JMJD2C inh -1, CIT2-GFP yeast 94, GRK2 inh 0, RPL19A TOR yeast 96, VLA-4 inh 7, LAP4-GFP MLPCN 92 and AGP1 TOR yeast 99.
`CCCS(=O)(=O)N1CCN(C(=O)c2ccco2)CC1` gave MEP2-GFP yeast 97, JMJD2C inh -6, CIT2-GFP yeast 91, GRK2 inh 0, RPL19A TOR yeast 95, VLA-4 inh 9, LAP4-GFP MLPCN 91 and AGP1 TOR yeast 95.
Screening COCCN1Cc2cccc(C(=O)NCc3cccnc3)c2C1=O returned MEP2-GFP yeast 101, JMJD2C inh 45, CIT2-GFP yeast 97, GRK2 inh 0, RPL19A TOR yeast 99, VLA-4 inh -6, LAP4-GFP MLPCN 110 and AGP1 TOR yeast 97.
Cc1nc(N)ncc1Sc1ccc(Cl)cc1 was read as MEP2-GFP yeast 101, JMJD2C inh -1, CIT2-GFP yeast 99, GRK2 inh 0, RPL19A TOR yeast 97, VLA-4 inh 7, LAP4-GFP MLPCN 105 and AGP1 TOR yeast 100.
For O=C(NC(=O)c1cccc(F)c1)OC[C@@H]1CCCN2CCCC[C@H]12 the results were MEP2-GFP yeast 94, JMJD2C inh -5, CIT2-GFP yeast 96, GRK2 inh 0, RPL19A TOR yeast 94, VLA-4 inh -7, LAP4-GFP MLPCN 106 and AGP1 TOR yeast 94.

The final 3 entries of the part before are carried over, then new ones follow:
Screening COCCN1Cc2cccc(C(=O)NCc3cccnc3)c2C1=O returned MEP2-GFP yeast 101, JMJD2C inh 45, CIT2-GFP yeast 97, GRK2 inh 0, RPL19A TOR yeast 99, VLA-4 inh -6, LAP4-GFP MLPCN 110 and AGP1 TOR yeast 97.
Cc1nc(N)ncc1Sc1ccc(Cl)cc1 was read as MEP2-GFP yeast 101, JMJD2C inh -1, CIT2-GFP yeast 99, GRK2 inh 0, RPL19A TOR yeast 97, VLA-4 inh 7, LAP4-GFP MLPCN 105 and AGP1 TOR yeast 100.
For O=C(NC(=O)c1cccc(F)c1)OC[C@@H]1CCCN2CCCC[C@H]12 the results were MEP2-GFP yeast 94, JMJD2C inh -5, CIT2-GFP yeast 96, GRK2 inh 0, RPL19A TOR yeast 94, VLA-4 inh -7, LAP4-GFP MLPCN 106 and AGP1 TOR yeast 94.
CS(=O)(=O)n1nc(-c2ccccc2)nc1NCc1ccco1 was read as MEP2-GFP yeast 99, JMJD2C inh 7, CIT2-GFP yeast 94, GRK2 inh 1, RPL19A TOR yeast 102, VLA-4 inh 12, LAP4-GFP MLPCN 99 and AGP1 TOR yeast 105.
CCOC(=O)N1CCC(=NNC(N)=O)CC1 was read as MEP2-GFP yeast 99, JMJD2C inh -23, CIT2-GFP yeast 99, GRK2 inh 0, RPL19A TOR yeast 96, VLA-4 inh 15, LAP4-GFP MLPCN 99 and AGP1 TOR yeast 99.
Screening CCC(C)NC(=O)[C@@H]1CCCN1C(=O)C1CCN(S(=O)(=O)c2ccc(C)cc2)CC1 (stereo partly specified) returned MEP2-GFP yeast 105, JMJD2C inh -24, CIT2-GFP yeast 96, GRK2 inh 4, RPL19A TOR yeast 99, VLA-4 inh 53*, LAP4-GFP MLPCN 103 and AGP1 TOR yeast 101.
`N#CC1=C(N)N(c2ccccc2Sc2ccccc2)C(=O)C1` gave MEP2-GFP yeast 102, JMJD2C inh 2, CIT2-GFP yeast 96, GRK2 inh 0, RPL19A TOR yeast 97, VLA-4 inh 13, LAP4-GFP MLPCN 100 and AGP1 TOR yeast 94.
`Cc1cc(Cl)ccc1OCC(=O)NCCCN1CCOCC1` gave MEP2-GFP yeast 108, JMJD2C inh 32, CIT2-GFP yeast 100, GRK2 inh 2, RPL19A TOR yeast 106, VLA-4 inh 8, LAP4-GFP MLPCN 112 and AGP1 TOR yeast 100.
COC(=O)c1ccc(-n2nnnc2SCC(=O)Nc2ccccc2F)cc1 was read as MEP2-GFP yeast 107, JMJD2C inh -7, CIT2-GFP yeast 98, GRK2 inh 1, RPL19A TOR yeast 98, VLA-4 inh 14, LAP4-GFP MLPCN 101 and AGP1 TOR yeast 102.
For CCN(CC)S(=O)(=O)c1ccc(NC(=O)COC(=O)c2ccc(NC(=O)CC#N)cc2)cc1 the results were MEP2-GFP yeast 98, JMJD2C inh 6, CIT2-GFP yeast 102, GRK2 inh 3, RPL19A TOR yeast 100, VLA-4 inh 15, LAP4-GFP MLPCN 99 and AGP1 TOR yeast 100.
For S=c1[nH]nc2c3c4c(sc3ncn12)CCCC4 the results were MEP2-GFP yeast 105, CIT2-GFP yeast 106, GRK2 inh 1, RPL19A TOR yeast 79, VLA-4 inh 7, LAP4-GFP MLPCN 147 and AGP1 TOR yeast 114.
Cc1ccc(C2CC(c3cccs3)=NN2C(=O)CSC2=NCCS2)cc1 (stereo unspecified) was read as MEP2-GFP yeast 92, JMJD2C inh -4, CIT2-GFP yeast 75, GRK2 inh 4, RPL19A TOR yeast 88, VLA-4 inh 4, LAP4-GFP MLPCN 100 and AGP1 TOR yeast 91.
`COC(=O)c1c(C)[nH]c(C(=O)CN2CCOCC2)c1C` gave MEP2-GFP yeast 102, JMJD2C inh 5, CIT2-GFP yeast 99, GRK2 inh 0, RPL19A TOR yeast 100, VLA-4 inh 6, LAP4-GFP MLPCN 99 and AGP1 TOR yeast 100.
Screening Cc1cccc(NC(=O)c2cnn(-c3ccc(F)cc3)c2C2CCNCC2)c1C returned MEP2-GFP yeast 100, JMJD2C inh 8, CIT2-GFP yeast 96, GRK2 inh 0, RPL19A TOR yeast 93, VLA-4 inh 3, LAP4-GFP MLPCN 97 and AGP1 TOR yeast 97.
For N=c1c(C(=O)NCc2ccco2)cc2c(=O)n3ccccc3nc2n1C1CCCC1 the results were MEP2-GFP yeast 269*[may fluoresce violet], JMJD2C inh -7, CIT2-GFP yeast inconclusive, GRK2 inh 5, RPL19A TOR yeast 59[may fluoresce violet], VLA-4 inh 0, LAP4-GFP MLPCN 89[may fluoresce violet] and AGP1 TOR yeast 81[may fluoresce violet].
Screening CCOC(=O)C1(Cc2cccc(Cl)c2)CCCN(C(=O)c2ccco2)C1 (stereo unspecified) returned MEP2-GFP yeast 93, JMJD2C inh 7, CIT2-GFP yeast 92, GRK2 inh 1, RPL19A TOR yeast 91, VLA-4 inh 7, LAP4-GFP MLPCN 90 and AGP1 TOR yeast 91.
Screening O=C(N/N=C/c1c(F)c(F)c(F)c(F)c1F)c1cc(-c2ccccc2)nc2ccccc12 returned MEP2-GFP yeast 107, JMJD2C inh -7, CIT2-GFP yeast 126, GRK2 inh 0, RPL19A TOR yeast 107, VLA-4 inh 2, LAP4-GFP MLPCN 124 and AGP1 TOR yeast 126.
Fc1ccc2nc(C3CCN(Cc4nc(CC5CC5)no4)CC3)[nH]c2c1 was read as MEP2-GFP yeast 94, JMJD2C inh 4, CIT2-GFP yeast 98, GRK2 inh 0, RPL19A TOR yeast 91, VLA-4 inh 12, LAP4-GFP MLPCN 109 and AGP1 TOR yeast 112.
`O=C(CCc1ccccc1)Nc1ccncc1` gave MEP2-GFP yeast 93, JMJD2C inh 15, CIT2-GFP yeast 92, GRK2 inh 2, RPL19A TOR yeast 96, VLA-4 inh 7, LAP4-GFP MLPCN 97 and AGP1 TOR yeast 98.
`COc1ccc(C(C)=O)cc1COC(=O)CNC(=O)c1ccccc1F` gave MEP2-GFP yeast 146, JMJD2C inh 3, CIT2-GFP yeast 87, GRK2 inh 3, RPL19A TOR yeast 106, VLA-4 inh -3, LAP4-GFP MLPCN 113 and AGP1 TOR yeast 107.
For CCS(=O)(=O)Nc1ccc(C(=O)OC)cc1 the results were MEP2-GFP yeast 95, JMJD2C inh 10, CIT2-GFP yeast 98, GRK2 inh 0, RPL19A TOR yeast 95, VLA-4 inh 4, LAP4-GFP MLPCN 92 and AGP1 TOR yeast 104.

An unsorted share of the library. Share with any hit: about 1.7%.
